Screens (PubChem)
MBNL1 CUG block: inhibitors of human MBNL1 binding to CUG repeat RNA; TR-FRET MBNL1-His/biotin-(CUG)12 binding, 665/545 ratio; Potency, µM (doses to about 57.5 µM), inactives show top-dose activity change, negative = inhibition, hits mostly inhibitors; 0.036% of 280,000 active; AID 2675; active = well fitted inhibition curve with a large enough effect in the signal ratio, with a control signal flat, not every such curve was filed as active; inconclusive = small, poorly fitted or top-dose-only effect, or effect the other way, or a change in a side signal; inactive = no such curve, though single readings can be large or run the other way; the % refers to the signal ratio; note: % is set by controls: 0 for no effect and ±100 for the full control effect
Target sequence (Q9NR56 whole entry, looked up): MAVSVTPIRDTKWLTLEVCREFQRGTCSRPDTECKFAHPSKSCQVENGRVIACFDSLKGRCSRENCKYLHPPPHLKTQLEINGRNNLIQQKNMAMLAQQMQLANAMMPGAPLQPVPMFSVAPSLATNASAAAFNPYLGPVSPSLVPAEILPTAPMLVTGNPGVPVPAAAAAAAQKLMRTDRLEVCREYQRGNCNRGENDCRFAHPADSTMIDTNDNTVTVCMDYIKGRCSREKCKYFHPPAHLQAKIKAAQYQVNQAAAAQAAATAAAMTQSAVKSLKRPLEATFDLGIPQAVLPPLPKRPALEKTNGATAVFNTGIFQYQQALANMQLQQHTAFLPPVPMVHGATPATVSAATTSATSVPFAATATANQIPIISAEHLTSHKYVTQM
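MBNL1-His + Biotin-(CUG)12, cpd titration 92 nM–58 uM; Tb anti-His Ab 0.055 ng/ul, SA-XL665 5 nM (final); 60 min RT; ratiometric 665/545 nm, Ex 340 nm; normalized to buffer and full-complex controls.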
RORg inh: blocks mouse ROR gamma transcriptional activity | Potency, µM (titrated, usually from 53.6 µM), for the others: at the highest dose activity change, negative = inhibition, hits mostly inhibitors | 5.4% of 310,000 active | AID 2551 | Drosophila S2 Gal4-RORgamma UAS-luciferase reporter, 20 h; note: % is set by controls: 0 for no effect and ±100 for the full control effect; nearly all actives have a fitted effect of over 60% in size
Target sequence (P51450 whole entry, looked up, the tested form may be a part): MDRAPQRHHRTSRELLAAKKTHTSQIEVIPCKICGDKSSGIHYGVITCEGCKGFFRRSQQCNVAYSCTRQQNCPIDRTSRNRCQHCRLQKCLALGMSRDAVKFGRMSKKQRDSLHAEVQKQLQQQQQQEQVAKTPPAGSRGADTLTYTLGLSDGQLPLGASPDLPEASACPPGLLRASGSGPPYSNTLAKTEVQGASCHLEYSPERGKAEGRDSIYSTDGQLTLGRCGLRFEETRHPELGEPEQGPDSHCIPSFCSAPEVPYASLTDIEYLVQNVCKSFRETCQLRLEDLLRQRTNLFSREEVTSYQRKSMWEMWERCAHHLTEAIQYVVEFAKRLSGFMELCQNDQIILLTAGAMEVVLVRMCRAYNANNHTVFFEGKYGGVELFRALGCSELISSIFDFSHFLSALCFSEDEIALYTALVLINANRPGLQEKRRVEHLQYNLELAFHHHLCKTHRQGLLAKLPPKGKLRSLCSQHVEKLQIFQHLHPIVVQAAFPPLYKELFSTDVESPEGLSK
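ROR gamma transcriptional activity was tracked as Gal4-UAS luciferase output in stably transfected Drosophila Schneider cells, with compound added 1 hr before 700 uM copper sulfate induction and a 20 hr ambient-temperature incubation.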
ELG1 genotox: genotoxicity induction in ELG1-luciferase HEK293T cells. HEK293T ELG1-luciferase reporter, luminescence, 16 h. 1.3% of 330,000 active. AID 504466. Potency, µM (titrated, usually from 46 µM), without a hit: at the highest dose activity change, positive = activation, most hits filed as activators; note: % of control where 0% means no effect; nearly all actives have a fitted effect of over 60% in size
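Genotoxic stress is detected as increased luminescence from luciferase-tagged ELG1 in HEK293T cells, measured with ONE-Glo after a 16 hr treatment at 37 °C.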
FLuc counter: firefly luciferase modulation, counter-screen for miR-21 project; P08659; purified FLuc, Km substrates, luminescence inhibition; Potency, µM (top dose mostly 57.5 µM), inactives show at the top dose activity change, negative = inhibition, actives largely listed as inhibitors; 6.9% of 360,000 active; AID 588342;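 note: plate controls were vehicle for no effect and reference inhibitor for full effect; nearly all actives have a fitted effect of over 55% in size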
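Biochemical qHTS of compounds, final roughly 60 µM downward over six points, against 10 nM purified firefly luciferase using Km concentrations of substrates (10 uM D-luciferin, 10 uM ATP) in Tris acetate pH 7.5 buffer; luminescence output.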
uPA surface inh: inhibitors of cell surface uPA generation. cell surface uPA generation assay, qHTS. Potency, µM (titrated, usually from 38.3 µM), for the others: at the highest dose activity change, negative = inhibition, most hits filed as inhibitors. 0.31% of 330,000 active; active = well fitted inhibition curve with a large enough effect; inconclusive = small, poorly fitted or top-dose-only effect; inactive = no such curve, though single readings can be large or run the other way; tested in mouse RAW 264.7 cells; note: % is set by controls: 0 for no effect and ±100 for the full control effect; nearly all actives have a fitted effect of over 55% in size
Gal4-VP16 FLuc: counter-screen for ROR gamma inhibitors: Gal4-VP16 reporter | Drosophila S2 Gal4-VP16 UAS-luciferase, luminescence, 20 h | Potency, µM (titrated, usually from 53.6 µM), for inactives: top-dose activity, negative = inhibition, most hits filed as inhibitors | 3.5% of 310,000 active | AID 2546;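 note: Gal4-VP16 expression switched on by copper sulfate through the metallothionein promoter; % is set by controls: 0 for no effect and ±100 for the full control effect; nearly all actives have a fitted effect of over 50% in size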
p53 reactivation: mutant p53 re-activation in reporter cells; Potency, µM (series often up to 92.2 µM), for inactives: at the highest dose activity change, positive = activation, usual class: activators; 0.063% of 320,000 active; AID 504706; H1299 p53-A138V BP100-luciferase reporter, luminescence, 24 h; note: % of control where 0% means no effect; nearly all actives have a fitted effect of over 45% in size
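p53-null H1299 cells stably carrying temperature-sensitive p53-A138V and a BP100-luciferase reporter were pinned with compounds (4-point, 1:5 series) and held 24 hrs at 37 deg C. Luminescence was read 10 min after detection reagent.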
BRCA1 expr act: activators of BRCA1 expression; Potency, µM (series often up to 46.1 µM), for inactives: at the top dose activation, actives largely listed as activators; MCF7-BRCA1-FFLuc reporter, luminescence, 48 h; response scale: scaled: vehicle 0%, 10 µM genistein 100%; 1.1% of 380,000 active; note: nearly all actives have a fitted effect of over 80% in size; some results filed as inactive show a strong effect at the top dose
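Quantitative HTS in MCF7 cells stably reporting BRCA1 expression via firefly luciferase. Compound treatment lasts 48 h at 37 °C in phenol-red free MEM. Activation is expressed relative to genistein at 10 microM and DMSO.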
NPC1 prom act: NPC1 promoter activation | AID 485313 | Potency, µM (series often up to 9.22 µM), without a hit: at the top dose activation, most hits filed as activators | Huh7 NPC1 promoter luciferase reporter, 24 h | 2.4% of 320,000 active;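 note: % of control where 0% means no effect; nearly all actives have a fitted effect of over 60% in size; reporter is driven by a mutant NPC1 promoter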
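Cells: Huh7 expressing luciferase under the NPC1 promoter, 1500/well. Seeded 2 h, compound added, incubated 24 h at 37 °C. Luciferase reagent, 10 min ambient, then luminescence.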
Rab9 prom act: activators of Rab9 promoter. Huh7 Rab9 promoter-luciferase reporter, luminescence, 24 h. Potency, µM (titrated, usually from 9.22 µM), for the others: at the top dose activation, negative = inhibition, most hits filed as activators. 2.8% of 320,000 active; note: % of control where 0% means no effect; nearly all actives have a fitted effect of over 60% in size
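Cells were plated at 1500 per well in reduced-serum medium with 10% FBS and left 2 h. Compound in DMSO was then added for 24 h at 37 °C. Reporter signal was read by luminescence after 10 min with luciferase detection reagent.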
Active calls of the source: *; [ ] = remark or other dose. Unless noted, calls come from the whole dose curve; as a rule, active = well fitted curve in the direction sought with a large enough effect; inconclusive = small, poorly fitted or top-dose-only effect, or another doubt; inactive = no such curve, though single readings can be large; an effect the other way counts as inactive or inconclusive. Potency is the fitted concentration of half-maximal effect.

A first look, two compounds:
For O=C(Nc1cccnc1Oc1ccc(Cl)cc1)c1cccc2ccccc12 the results were RORg inh 25%, ELG1 genotox -7%, FLuc counter 2%, uPA surface inh -1%, Gal4-VP16 FLuc -1%, p53 reactivation -4%, BRCA1 expr act -31%, NPC1 prom act -1% and Rab9 prom act 1%.
Screening CCN(CC)S(=O)(=O)c1ccc(N2CCCC2)c(NC(=O)C2=NN(c3ccccc3)C(=O)CC2)c1 returned ELG1 genotox -3%, uPA surface inh 8%, p53 reactivation -6%, BRCA1 expr act -23%, NPC1 prom act -5% and Rab9 prom act -5%.

All compounds of this part, from the start:
For O=C(Nc1cccnc1Oc1ccc(Cl)cc1)c1cccc2ccccc12 the results were RORg inh 25%, ELG1 genotox -7%, FLuc counter 2%, uPA surface inh -1%, Gal4-VP16 FLuc -1%, p53 reactivation -4%, BRCA1 expr act -31%, NPC1 prom act -1% and Rab9 prom act 1%.
Screening CCN(CC)S(=O)(=O)c1ccc(N2CCCC2)c(NC(=O)C2=NN(c3ccccc3)C(=O)CC2)c1 returned ELG1 genotox -3%, uPA surface inh 8%, p53 reactivation -6%, BRCA1 expr act -23%, NPC1 prom act -5% and Rab9 prom act -5%.
`COc1ccc(-c2nnnn2-c2ccc(F)cc2F)cc1` gave MBNL1 CUG block -2%, RORg inh 11%, ELG1 genotox 3%, FLuc counter 1%, uPA surface inh 2%, Gal4-VP16 FLuc -6%, p53 reactivation -3%, BRCA1 expr act 10%, NPC1 prom act -1% and Rab9 prom act -6%.
Screening COc1cc2[nH]c3c(=O)n(CCN(C(C)C)C(C)C)cnc3c2cc1OC returned MBNL1 CUG block -7%, RORg inh -14%, ELG1 genotox 2%, FLuc counter -1%, uPA surface inh -3%, Gal4-VP16 FLuc -6%, p53 reactivation inconclusive, BRCA1 expr act -7%, NPC1 prom act 1% and Rab9 prom act -17%.
Screening O=S(=O)(c1ccc(-c2ccon2)s1)N1CCN(c2ccccn2)CC1 returned MBNL1 CUG block 4%, RORg inh 22%, ELG1 genotox 0%, FLuc counter -2%, uPA surface inh 5%, Gal4-VP16 FLuc -1%, p53 reactivation 4%, BRCA1 expr act -15%, NPC1 prom act 0% and Rab9 prom act -4%.
N#Cc1c(-c2ccccc2Cl)cc(-c2ccccc2)nc1Br was read as MBNL1 CUG block 26%, RORg inh 0%, ELG1 genotox -7%, FLuc counter -2%, uPA surface inh -3%, Gal4-VP16 FLuc -10%, p53 reactivation 19%, BRCA1 expr act -21%, NPC1 prom act 5% and Rab9 prom act -5%.
Screening Cc1cn(COC/C=C/c2ccccc2)c(=O)[nH]c1=O returned MBNL1 CUG block 10%, RORg inh -2%[10 µM], ELG1 genotox -1%, FLuc counter 5%, uPA surface inh -3%, Gal4-VP16 FLuc 5%, p53 reactivation -3%, BRCA1 expr act 30%, NPC1 prom act -2% and Rab9 prom act -3%.
For Cc1ccc(/C=C2/NC(=O)N(Cc3ccccc3F)C2=O)s1 the results were MBNL1 CUG block -1%, RORg inh 7%, ELG1 genotox 6%, FLuc counter 8%, uPA surface inh 16%, Gal4-VP16 FLuc -7%, p53 reactivation 13%, BRCA1 expr act 0%, NPC1 prom act -4% and Rab9 prom act -7%.
`COc1ccc([N+](=O)[O-])c(OC)c1C(=O)Nc1ccc(F)cc1F` gave MBNL1 CUG block 33%[activator], RORg inh 8%, ELG1 genotox 5%, FLuc counter 1%, uPA surface inh -6%, Gal4-VP16 FLuc 2%, p53 reactivation -5%, BRCA1 expr act 15%, NPC1 prom act -2% and Rab9 prom act 11%.
`O=C(NCc1cccs1)C1CC1` gave MBNL1 CUG block -1%, RORg inh -10%, ELG1 genotox -1%, FLuc counter -1%, Gal4-VP16 FLuc -1%, p53 reactivation -4%, BRCA1 expr act 0%, NPC1 prom act 1% and Rab9 prom act 13%.
Screening Cc1ccc(CNC(=O)c2ccc[nH]2)cc1 returned MBNL1 CUG block -10%, RORg inh -3%, ELG1 genotox 3%, FLuc counter -3%, Gal4-VP16 FLuc -6%[10 µM], p53 reactivation 2%, BRCA1 expr act 9%, NPC1 prom act -12% and Rab9 prom act 2%.
COc1ccccc1C(CNC(=O)CN(C)S(=O)(=O)c1ccc(C)cc1)N1CCCC1 (stereo unspecified) was read as ELG1 genotox -2%, FLuc counter -1%, uPA surface inh 5%, p53 reactivation -7%, BRCA1 expr act -17%, NPC1 prom act 14% and Rab9 prom act 1%.
Screening Cc1c(C(=O)NCC2CCCO2)cccc1[N+](=O)[O-] (stereo unspecified) returned RORg inh -12%, ELG1 genotox 3%, FLuc counter 2%, uPA surface inh 5%, Gal4-VP16 FLuc 0%, p53 reactivation 6%, BRCA1 expr act 7%, NPC1 prom act 0% and Rab9 prom act 1%.
`N=C1C(c2nc3ccccc3c(=O)[nH]2)=C(O)CN1CCO` gave MBNL1 CUG block 1%, RORg inh 25%, ELG1 genotox -7%, FLuc counter 5%, uPA surface inh -3%, Gal4-VP16 FLuc 2%, p53 reactivation -4%, BRCA1 expr act 1%, NPC1 prom act -1% and Rab9 prom act -3%.
CN1CCN(S(=O)(=O)c2cccc(C(=O)Oc3ccc(C(C)(C)C)cc3)c2)CC1 was read as ELG1 genotox 1%, FLuc counter inconclusive, uPA surface inh 2%, p53 reactivation -5%, BRCA1 expr act -15%, NPC1 prom act -1% and Rab9 prom act -5%.
`CCCCN1C(=O)CC(Sc2ncccc2C(=O)O)C1=O` (stereo unspecified) gave MBNL1 CUG block -2%, RORg inh -5%, ELG1 genotox -1%, FLuc counter 5%, uPA surface inh 3%, Gal4-VP16 FLuc -1%[10 µM], p53 reactivation 7%, BRCA1 expr act 0%, NPC1 prom act -6% and Rab9 prom act -4%.
Screening Cc1nn(-c2ccc(F)cc2)c(Cl)c1/C=C(\CC(=O)O)c1nc2ccccc2s1 returned MBNL1 CUG block 13%, RORg inh 1%, ELG1 genotox 1%, FLuc counter inconclusive, Gal4-VP16 FLuc -3%, p53 reactivation -1%, BRCA1 expr act 12%, NPC1 prom act -1% and Rab9 prom act 7%.
`O=C(O)CC(CC(=O)Nc1ccc(Oc2ccccc2)cc1)c1ccccc1` (stereo unspecified) gave MBNL1 CUG block -1%, RORg inh 39%, ELG1 genotox -3%, FLuc counter -2%, uPA surface inh 2%, Gal4-VP16 FLuc 0%, p53 reactivation -3%, BRCA1 expr act 0%, NPC1 prom act -1% and Rab9 prom act -5%.
`Brc1ccc(OCc2ccccc2)c(CNCC2CCCO2)c1` (stereo unspecified) gave MBNL1 CUG block 2%, RORg inh -25%, ELG1 genotox -11%, FLuc counter 0%, uPA surface inh -5%, Gal4-VP16 FLuc 3%, p53 reactivation -4%, BRCA1 expr act 0%, NPC1 prom act -10% and Rab9 prom act -3%.
`Cc1ccc(NC(=O)c2ccc(NCC3CCCO3)c([N+](=O)[O-])c2)cc1Cl` (stereo unspecified) gave MBNL1 CUG block 2%, RORg inh -5%, ELG1 genotox 10%, FLuc counter inconclusive, uPA surface inh -1%, Gal4-VP16 FLuc 4%, p53 reactivation -5%, BRCA1 expr act -2%, NPC1 prom act -1% and Rab9 prom act 0%.
For O=C(CCl)N=c1sccn1Cc1ccccc1Cl the results were RORg inh inconclusive, ELG1 genotox -7%, FLuc counter 0%, uPA surface inh -5%, Gal4-VP16 FLuc inconclusive, p53 reactivation -12%, BRCA1 expr act -29%, NPC1 prom act -52%[inhibitor] and Rab9 prom act -54%[inhibitor].
CCOc1cc(C(=O)OCC(=O)Nc2ncc(Cl)c(C)c2Cl)ccc1OCC(=O)N1CCOCC1 was read as MBNL1 CUG block 16%, RORg inh inconclusive, ELG1 genotox -3%, FLuc counter -1%, uPA surface inh -4%, Gal4-VP16 FLuc 2%, p53 reactivation -16%, BRCA1 expr act -20%, NPC1 prom act -2% and Rab9 prom act 0%.
For Cn1cnc(NCc2ccccc2)c1[N+](=O)[O-] the results were MBNL1 CUG block 20%, RORg inh -11%, ELG1 genotox 1%, FLuc counter 0%, uPA surface inh -2%, Gal4-VP16 FLuc 2%, p53 reactivation 0%, BRCA1 expr act 14%, NPC1 prom act 4% and Rab9 prom act 2%.
For CCCSc1nnc(NC(=O)Nc2ccccc2)s1 the results were MBNL1 CUG block -7%, RORg inh 23%, ELG1 genotox 3%, FLuc counter inconclusive, uPA surface inh -2%, Gal4-VP16 FLuc 21%, p53 reactivation inconclusive, BRCA1 expr act 40%, NPC1 prom act inconclusive and Rab9 prom act inconclusive.
Cc1ccc(S(=O)(=O)N(CC(=O)Nc2ccc(C)c(Cl)c2)C(=O)N2CCN(C)CC2)cc1 was read as ELG1 genotox -2%, FLuc counter -3%, uPA surface inh 5%, p53 reactivation 2%, BRCA1 expr act -3%, NPC1 prom act 0% and Rab9 prom act -2%.
Cc1cc(N2CCN(c3ccccc3)CC2)nc(N2CCOCC2)n1 was read as MBNL1 CUG block 1%, RORg inh 4%, ELG1 genotox -10%, FLuc counter -2%, uPA surface inh 0%, Gal4-VP16 FLuc 3%, p53 reactivation 1%, BRCA1 expr act -15%, NPC1 prom act -2% and Rab9 prom act -2%.
COc1ccc(Cc2nc3ccc(C(=O)N(C)C(C)c4ccon4)cc3o2)cc1 (stereo unspecified) was read as MBNL1 CUG block 14%, RORg inh inconclusive, ELG1 genotox 20%, FLuc counter inconclusive, uPA surface inh -1%, Gal4-VP16 FLuc 0%, p53 reactivation 9%, BRCA1 expr act 79%, NPC1 prom act -7% and Rab9 prom act 7%.
